Bioassay records deposited in PubChem BioAssay by National Center for Advancing Translational Sciences (NCATS).
LmPK inh – blocks Leishmania mexicana pyruvate kinase activity | Potency, µM (highest dose often 57.5 µM), inactives show top-dose activity change, negative = inhibition, usual class: inhibitors | AID 1721 | 290,000 tested, 0.37% active | purified LmPK, Kinase-Glo ATP luminescence, 1 h | Q27686; further: potency means the concentration at half of the fitted maximal effect; on the % scale 0 is the no-effect control and ±100 the full control effect
Target sequence (Q27686 whole entry, looked up): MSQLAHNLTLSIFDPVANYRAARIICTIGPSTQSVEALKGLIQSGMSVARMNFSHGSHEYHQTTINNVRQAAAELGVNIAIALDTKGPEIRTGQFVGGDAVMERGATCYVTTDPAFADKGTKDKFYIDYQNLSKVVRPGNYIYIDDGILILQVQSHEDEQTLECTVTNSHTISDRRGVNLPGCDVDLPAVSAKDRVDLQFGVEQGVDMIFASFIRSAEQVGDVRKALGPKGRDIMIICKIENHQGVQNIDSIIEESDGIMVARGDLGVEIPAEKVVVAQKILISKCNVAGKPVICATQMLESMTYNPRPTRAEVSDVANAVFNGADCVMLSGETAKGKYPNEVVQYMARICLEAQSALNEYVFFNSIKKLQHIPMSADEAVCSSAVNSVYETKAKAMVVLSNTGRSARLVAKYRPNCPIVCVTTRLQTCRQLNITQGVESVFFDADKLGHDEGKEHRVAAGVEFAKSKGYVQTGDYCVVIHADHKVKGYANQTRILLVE
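Kinase-Glo luminescence read after 1 h RT reaction of 0.1 nM LmPK with 0.5 mM PEP and 0.1 mM ADP. Activity scaled between uninhibited and enzyme-free controls.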
HCV inhibitor – inhibitors of hepatitis C virus infection; Huh7.5.1 HCVcc-Cre infection, luciferase reporter, 44 h; Potency, µM (titrated, usually from 41.8 µM), for the others: at the top dose activity change, negative = inhibition, usual class: inhibitors; 340,000 tested, 3.4% active; AID 651820; further: potency means the concentration at half of the fitted maximal effect; on the % scale 0 is the no-effect control and ±100 the full control effect
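Infectious HCVcc-Cre (~0.5 moi) was added to cells just after compound, with cells seeded 4 h earlier at 1,000 per well. Luciferase activity after 44 h culture reported infection; substrate was incubated 15 min at room temperature before reading.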
Pf growth 48h – P. falciparum growth inhibition at 48 hours (one generation); 310,000 tested, 5.9% active; AID 504832; P. falciparum luciferase growth in erythrocytes, 48 h; Potency, µM (doses to about 28.7 µM), inactives show top-dose activity change, negative = inhibition, actives largely listed as inhibitors; further: potency means the concentration at half of the fitted maximal effect; on the % scale 0 is the no-effect control and ±100 the full control effect
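Firefly luciferase activity from engineered P. falciparum reports growth; inhibitors lower the luminescent signal. Cultures contained 2% hematocrit erythrocytes at 0.1% final parasitemia.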
Tb PYK inh – blocks Trypanosoma brucei pyruvate kinase | Q57TT1 | TbPYK enzyme, Kinase-Glo Plus ATP luminescence, 45 min | Potency, µM (doses to about 76.8 µM), inactives show top-dose activity, negative = inhibition, most hits filed as inhibitors | 410,000 tested, 0.12% active | AID 624173; further: potency means the concentration at half of the fitted maximal effect; on the % scale 0 is the no-effect control and ±100 the full control effect; nearly all actives have a fitted effect of over 50% in size
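Enzyme and substrate buffer are dispensed first and compound is pin-transferred. ADP at 130 uM final then starts the reaction, which runs 45 min at room temperature. Detection reagent is added for 10 min before luminescence is imaged.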
Cycloheximide cs – affects cycloheximide protein synthesis inhibition readout, counter-screen | cell reporter, cycloheximide protein synthesis inhibition counterscreen | max response, % | 300,000 tested, 12% active; in the data active means max response mostly above about 13%, no sharp cut-off; inactive means mostly below about 14%; further: read at 38.3 µM for the half of the compounds with a filed dose; 0% is about no effect
Shiga inhibitor – inhibitors of Shiga toxin in Vero cells; Vero cells, Shiga toxin protein synthesis inhibition reporter; inhibition, % at 38.7 µM; 290,000 tested, 9.2% active; in the data active means inhibition mostly above about 28%, no sharp cut-off; inactive means mostly below about 43%; further: 0% is about no effect
Pf growth 96h – inhibits malaria parasite growth, 96 h; P. falciparum luciferase reporter growth, 96 h; Potency, µM (highest dose often 28.7 µM), inactives show at the highest dose activity change, negative = inhibition, actives largely listed as inhibitors; 320,000 tested, 6.9% active; further: potency means the concentration at half of the fitted maximal effect; on the % scale 0 is the no-effect control and ±100 the full control effect
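Erythrocytes infected with luciferase-expressing P. falciparum were dispensed at 2% hematocrit and 0.05% parasitemia (final), then incubated with compounds 96 hours at 37 C in 5% CO2. Luminescence after detection reagent addition reported growth.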
* = called active by the depositor; ? = inconclusive; nt = no result given; & = joins results of further samples; ! = not active in a repeat; [ ] = remark or other dose. Unless noted, the call rests on the fitted dose curve; in most records, active means well fitted curve in the direction sought with a large enough effect; inconclusive means small, poorly fitted or top-dose-only effect, or another doubt; inactive means no such curve, though single readings can be large; an effect the other way counts as inactive or inconclusive.

(1) CCn1c(SCC(=O)NNC(=O)c2ccccc2)nnc1-c1ccncc1
(2) CC(C)Oc1cccc(C2NC(=O)c3ccccc3O2)c1 (stereo unspecified)
(3) CC(C)NC(=O)c1cc2c(-c3ccc(Cl)cc3)nn(C)c2s1
(4) CCc1nc(NCc2ccc3c(c2)OCO3)c2oc3ccccc3c2n1
(5) CN1CCN(CC(=O)Nc2ccc([N+](=O)[O-])cc2Br)CC1
(6) Cc1ccc(NC(=O)C2CCN(S(=O)(=O)c3c(C)noc3/C=C/c3ccco3)CC2)nc1
(7) O=C(Nc1ncc2c(n1)-c1ccccc1CC2)c1ccc(Cl)cc1
(8) O=C(/C=C/c1ccccc1Cl)Nn1cnc2ccccc2c1=O

screen / no.	1	2	3	4	5	6	7	8
LmPK inh	-7%	6%	5%	0%	-4%	2%	3%	0%
HCV inhibitor	9%	22%	2%	?	-25%	1%	9%	10%
Pf growth 48h	-3%	3%	nt	?	20%	-11%	2%	24%
Tb PYK inh	6%	-12%	-2%	-2%	3%	8%	-4%	2%
Cycloheximide cs	-3	17	0	4	-6	1	-1	-1
Shiga inhibitor	-8	47	3	23	0	-7	-3	-7
Pf growth 96h	?	?	62%[activator]	4%	1%	?	?	3%

(9) C=CCn1c(SCC(=O)c2cc(C)n(CCOC)c2C)nc2sc(C)c(C)c2c1=O
(10) Cn1c(CNC(=O)CCNC(=O)c2cccc(Br)c2)cc(=O)n(C)c1=O
(11) Cc1ccccc1CNC(=O)C1CCC(=O)N(Cc2cccc(F)c2)C1 (stereo unspecified)
(12) CC(C(=O)N1CCN(c2ccc([N+](=O)[O-])cc2)CC1)N1C(=O)C2CC=CCC2C1=O (stereo unspecified)
(13) CCOC(=O)C1C(=O)NC(N2CCN(Cc3ccccc3)CC2)=NC1c1ccccc1 (stereo unspecified)
(14) CCc1nnc(NC(=O)CSc2nnc(CNc3ccc(OC)cc3)n2CC)s1
(15) O=C(CC(Nc1cccc(Cl)c1Cl)C(=O)O)c1ccccc1 (stereo unspecified)
(16) C/C(=C/c1ccccc1)C(=O)N1CCC(C)CC1

screen / no.	9	10	11	12	13	14	15	16
LmPK inh	-3%	0%	-11%	0%	27%	-3%	5%	2%
HCV inhibitor	17%	-10%	22%	-13%	9%	19%	-7%	9%
Pf growth 48h	7%	-11%	-4%	-25%	nt	-4%	40%[activator]	22%
Tb PYK inh	-14%	1%	1%	-5%	-13%	1%	-15%	-4%
Cycloheximide cs	2	5	-2	8	7	-3	57*	13
Shiga inhibitor	37	-8	6	15	-7	-12	102*	20
Pf growth 96h	2%	-31%	?	?	?	-26%	-9%	-18%

(17) CC1CCC2(CC1)NC(=O)N(CC(=O)N1CCc3ccccc3C1)C2=O (stereo unspecified)
(18) O=[N+]([O-])c1cnccc1Nc1ccc(F)cc1
(19) Cc1ccc(NC(=O)Cn2nc(C)c([N+](=O)[O-])c2C)cc1Cl
(20) CCOc1ccccc1/C=C/c1onc(C)c1S(=O)(=O)N1CCC(C(=O)N(CC)CC)CC1
(21) CCOc1ccc(OCCC(=O)OCC(=O)Nc2ccc3c(c2)OCO3)cc1
(22) O=C(Nc1ccccc1-c1ccccc1)c1ccc(NC(=O)c2ccco2)cc1
(23) CCOc1ccccc1-n1c(=S)sc2c(=O)n(-c3ccc(C)cc3)c(=S)[nH]c21
(24) COc1ccc(CC(NC(=O)c2ccccc2)C(=O)NCC(=O)O)cc1 (stereo unspecified)

screen / no.	17	18	19	20	21	22	23	24
LmPK inh	-6%	-4%	3%	10%	nt	1%	-3%	8%
HCV inhibitor	6%	1%	14%	?	8%	?	?	18%
Pf growth 48h	-10%	-8%	0%	10µM*	71%[activator]	12µM*	-4%	nt
Tb PYK inh	-1%	4%	0%	2%	-3%	2%	?	6%
Cycloheximide cs	7	-2	-5	8	nt	-1	-3	-8
Shiga inhibitor	-28	9	21	-7	nt	-15	-5	-11
Pf growth 96h	5%	-22%	14%	12%	0%	nt	7%	5%

(25) CC(=O)Nc1ccc(C(=O)Nc2ccc(S(=O)(=O)N3CCCC3)cc2)cc1
(26) Cc1ccc(NC(=O)Nc2nc3ccccc3s2)cc1NC(=O)Nc1nc2ccccc2s1
(27) Cc1ccc([N+](=O)[O-])cc1N(CC(=O)N1CCCCC1)S(C)(=O)=O
(28) COCCn1c(-c2ccc(-c3ccccc3Cl)o2)nc2c1c(=O)[nH]c(=O)n2CC(C)C
(29) COc1ccc(C2=C(Nc3ccc(F)cc3)c3ccccc3C2=O)cc1
(30) CC(C)[C@@H](NC(=O)C1CCC(CNC(=O)[C@H](Cc2ccccc2)NC(=O)OC(C)(C)C)CC1)C(=O)O (stereo partly specified)
(31) O=S(=O)(NC1CC1)c1ccc(S(=O)(=O)N2CCCC3(CCCCC3)C2)cc1
(32) CS(=O)(=O)N(CC(=O)NCc1ccc2c(c1)OCO2)C1CCCCC1

screen / no.	25	26	27	28	29	30	31	32
LmPK inh	-3%	4%	0%	0%	-1%	7%	3%	1%
HCV inhibitor	-21%	14µM*	9%	-30%	-5%	15%	-4%	24%
Pf growth 48h	?	2.1µM*	2%[5.75 µM]	-4%	-2%	-9%	-3%	-1%
Tb PYK inh	-8%	6%	4%	-7%	-9%	-1%	2%	-5%
Cycloheximide cs	-2	16	-3	-4	-3	-5	-2	-6
Shiga inhibitor	-12	76	-9	-15	-19	15	-3	25
Pf growth 96h	13%	2.6µM*	38%[activator]	33%[activator]	39%[activator]	7%	?	?

(33) O=C(Nc1ccc(Br)cc1)C1CCN(C(=O)c2ccc(F)cc2)CC1
(34) Cc1cc(C)nc(SCc2ccc(C(=O)NN=C3CCCC3)cc2)n1
(35) COc1cc(/C=N/NC(=O)CCc2n[nH]c(=O)[nH]c2=O)ccc1O
(36) CC(=O)Nc1ccc(OCC(=O)N2CCc3ccccc3C2)cc1
(37) CC(C)(C)n1cnnc1Sc1ncccc1[N+](=O)[O-]
(38) COc1ccc2c(c1)[nH]c1c(=O)n(CCN(C)C)cnc12
(39) COc1cccc(CN(C)C(=O)c2cc(S(=O)(=O)NCc3ccccc3)ccc2C)c1OC
(40) O=C(CNC(=O)OCc1ccccc1)Nc1ccc(Br)cc1C(=O)c1ccccc1

screen / no.	33	34	35	36	37	38	39	40
LmPK inh	-2%	-7%	-3%	-2%	-1%	0%	nt	2%
HCV inhibitor	-2%	-28%	-17%	10%	9%	9%	-18%	?
Pf growth 48h	-16%	0%	9%	-16%	1%	30%	-9%	-13%
Tb PYK inh	-4%	0%	2%	-1%	0%	-6%	0%	3%
Cycloheximide cs	-6	10	0	-3	-1	1	nt	2
Shiga inhibitor	-14	21	-3	-3	-9	28	nt	-11
Pf growth 96h	?	?	40%[activator]	-11%	3%	nt	-18%	?

(41) O=C1Cc2ccccc2C(c2ccc(Br)cc2)N1 (stereo unspecified)
(42) Cn1ncc2c(NCc3ccccc3)ncnc21
(43) CCC(=O)Nc1ccc2c(c1)N(C(C)=O)c1ccccc1CC2
(44) Clc1ccc(Cl)cc1
(45) CCc1ccc(C2NC(=S)NC3=C2C(=O)CC(C)(C)C3)cc1 (stereo unspecified)
(46) CCCCC(=O)Nc1ccc2oc(-c3ccncc3)nc2c1
(47) Nn1cc(-c2ccccc2)nc1SCC(=O)Nc1ccc2c(c1)OCO2
(48) COCCn1nnnc1C(CC(C)C)N1CCN(c2cccc(OC)c2)CC1 (stereo unspecified)

screen / no.	41	42	43	44	45	46	47	48
LmPK inh	2%	10%&-6%	-1%	nt	5%	-8%	2%	10%
HCV inhibitor	0%	3%	21%	nt	-14%	?	-8%	-7%
Pf growth 48h	?	18%	0%	-5%	-10%	-2%	-1%	?
Tb PYK inh	4%	5%	2%	-8%	-5%	-2%	0%	-5%
Cycloheximide cs	-2	13*!	-2	nt	-1	13*	2	-4
Shiga inhibitor	-10	8&13	-3	nt	-10	39*	2	-6
Pf growth 96h	nt	-1%&0%	?	-5%	29%	-19%	?	?

(49) Cc1cc(C(=O)NCC(=O)O)c(C)o1
(50) Cc1cc(C)c(S(=O)(=O)N2CCCc3ccccc32)c(C)c1
(51) CC(C)CCNC(=O)C(=O)Nc1cc2c3c(c1)CC(=O)N3CCC2
(52) Cc1ccc(OCc2cc(C(=O)N(C)CCc3ccccc3)no2)cc1C
(53) COc1ccc2[nH]c3c(NCc4ccco4)ncnc3c2c1
(54) CCOC(=O)CS(=O)(=O)c1ccc(C(F)(F)F)cn1
(55) CC(C)(C)Nc1c([N+](=O)[O-])c(=O)sc2ccccc12
(56) O=c1[nH]c2cc3c(cc2cc1C(c1nnnn1C1CCCC1)N1CCCc2ccccc21)OCCO3 (stereo unspecified)
(57) CCN1CCN(S(=O)(=O)c2ccc(Cl)c(C(=O)N(C)Cc3ccc(F)cc3)c2)CC1
(58) Cc1noc(C)c1CSCC(=O)N(C)CC(=O)Nc1ccc(Cl)cc1

screen / no.	49	50	51	52	53	54	55	56	57	58
LmPK inh	1%	2%	-1%	-4%	-2%	-6%	-22%	1%	nt	1%
HCV inhibitor	9%	-8%	-4%	-9%	?	0%	-29%	24%	?	-28%
Pf growth 48h	nt	13µM*	-5%	32%[activator]	?	-8%	19%	-25%	3%	24%
Tb PYK inh	1%	-11%	1%	-8%	2%	6%	5%	-6%	-12%	-12%
Cycloheximide cs	-2	1	6	62*	36*	1	-8	-5	nt	-1
Shiga inhibitor	-18	-18	-4	106*	97*	-3	-13	-11	nt	-9
Pf growth 96h	?	?	0%	13µM*	0%	41%[activator]	-17%	4%	-16%	-3%

Nos. 55 through 58 from above:
(55) CC(C)(C)Nc1c([N+](=O)[O-])c(=O)sc2ccccc12
(56) O=c1[nH]c2cc3c(cc2cc1C(c1nnnn1C1CCCC1)N1CCCc2ccccc21)OCCO3 (stereo unspecified)
(57) CCN1CCN(S(=O)(=O)c2ccc(Cl)c(C(=O)N(C)Cc3ccc(F)cc3)c2)CC1
(58) Cc1noc(C)c1CSCC(=O)N(C)CC(=O)Nc1ccc(Cl)cc1

screen / no.	55	56	57	58
LmPK inh	-22%	1%	nt	1%
HCV inhibitor	-29%	24%	?	-28%
Pf growth 48h	19%	-25%	3%	24%
Tb PYK inh	5%	-6%	-12%	-12%
Cycloheximide cs	-8	-5	nt	-1
Shiga inhibitor	-13	-11	nt	-9
Pf growth 96h	-17%	4%	-16%	-3%
